Screening data: PubChem BioAssay, National Center for Advancing Translational Sciences (NCATS)
N370S GC mod: qHTS Assay for Inhibitors and Activators of N370S glucocerebrosidase as a Potential Chaperone Treatment of Gaucher Disease. N370S GC spleen homogenate, 4MU-glucoside fluorescence. AID 2101, 2009. hit rate 0.092% among 330,000. Potency, µM (doses to about 59.4 µM), for the others: at the top dose activity change, negative = inhibition, usual class: inhibitors. Lysosomal acid glucosylceramidase (Homo sapiens), P04062;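 note: 0% = full enzyme activity and -100% = no enzyme basal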
FEN1 inhibitor: qHTS Assay for the Inhibitors of Human Flap endonuclease 1 (FEN1); Recombinant FEN1 flap cleavage, fluorescence, 15 min; AID 588795, 2011; Potency, µM (highest dose often 114 µM), without a hit: at the highest dose activity change, negative = inhibition, most hits filed as inhibitors; hit rate 0.35% among 390,000; note: nearly all actives have a fitted effect of over 65% in size
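Quantitative HTS format: each compound was titrated, incubated with 10 nM nuclease for 15 min at room temperature, then challenged with flap substrate at 50 nM final. Signal change over 15 min gave concentration–effect curves.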
KAT2A inh: qHTS Assay for Inhibitors of GCN5L2; GCN5L2 HAT assay, ThioGlo1 CoA-SH fluorescence; Potency, µM (doses to about 58.9 µM), without a hit: at the highest dose activity change, negative = inhibition, actives largely listed as inhibitors; hit rate 0.21% among 390,000
Target sequence (Q92830 whole entry, looked up): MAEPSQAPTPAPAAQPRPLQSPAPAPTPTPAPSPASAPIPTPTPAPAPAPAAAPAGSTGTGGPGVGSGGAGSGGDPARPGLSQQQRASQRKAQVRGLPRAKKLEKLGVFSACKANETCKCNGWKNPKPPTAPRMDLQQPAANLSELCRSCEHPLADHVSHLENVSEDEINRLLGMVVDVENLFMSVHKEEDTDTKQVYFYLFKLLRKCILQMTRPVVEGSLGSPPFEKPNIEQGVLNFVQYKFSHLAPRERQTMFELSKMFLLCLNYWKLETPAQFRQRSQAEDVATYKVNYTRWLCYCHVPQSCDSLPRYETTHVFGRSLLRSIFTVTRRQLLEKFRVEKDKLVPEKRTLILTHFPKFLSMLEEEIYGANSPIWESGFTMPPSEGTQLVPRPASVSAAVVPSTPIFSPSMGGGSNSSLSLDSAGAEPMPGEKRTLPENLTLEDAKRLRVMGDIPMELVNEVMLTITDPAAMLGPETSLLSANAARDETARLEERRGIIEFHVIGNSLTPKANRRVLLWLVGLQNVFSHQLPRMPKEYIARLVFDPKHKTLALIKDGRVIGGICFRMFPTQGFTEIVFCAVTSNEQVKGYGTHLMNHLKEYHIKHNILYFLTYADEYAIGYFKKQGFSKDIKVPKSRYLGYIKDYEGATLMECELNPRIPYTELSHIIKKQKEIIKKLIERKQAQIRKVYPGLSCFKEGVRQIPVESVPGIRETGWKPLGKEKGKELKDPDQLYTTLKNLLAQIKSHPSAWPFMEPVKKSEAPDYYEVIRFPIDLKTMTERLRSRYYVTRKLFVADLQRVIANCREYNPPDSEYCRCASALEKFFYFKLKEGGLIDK
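GCN5L2 (20 nM) in 50mM HEPES pH 7.5, 0.1mM EDTA, 0.01% Tween-20 preincubated 15 min with compounds at room temperature. Reaction started with H3(1-25) 75uM, acetyl-CoA 70uM, ThioGlo1 50uM; CoA-thiol fluorescence (Ex340/Em540) read at 0 and 20 min.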
* hit, by the source's call; ? = inconclusive; / = not tested or not shown; & = joins results of further samples; [ ] = dose if it differs, or a comment. Calls come from the whole dose curve; as a rule, active = well fitted curve in the direction sought with a large enough effect; inconclusive = small, poorly fitted or top-dose-only effect, or another doubt; inactive = no such curve, though single readings can be large; an effect the other way counts as inactive or inconclusive. Unless noted, % is set by controls: 0 for no effect and ±100 for the full control effect; potency is the fitted concentration of half-maximal effect.

N370S GC mod | FEN1 inhibitor | KAT2A inh | SMILES
-8.8% | -1.2% | -2.5% | COc1ccc(OCCN2CCN(C(=O)c3ccc(OC(F)F)c(OC)c3)CC2)cc1
-14.6% | -12.7% | -8.1% | CCC(C)Nc1nc(-c2ccccn2)nc2ccccc12 (centres undefined)
14.9% | 7.1% | -14.6% | COC(=O)C1=C(N)OC2=C(C(=O)CC(C)(C)C2)C1c1cc2c(cc1Cl)OCO2 (centres undefined)
-14.2% | 1.2% | -6.6% | CN1C(=O)/C(=C/c2ccccc2OCc2ccccc2F)NC1=S
/ | -2.8% | 1.3% | Cc1[nH]c(=O)[nH]c(=O)c1S(=O)(=O)N1CCCC1
? | -23.6% | -24.7% | CCOC(=O)c1nnn(-c2nonc2N)c1COc1cc(C)c(Cl)c(C)c1
13.1% | -9.5% | -19.5% | COn1c(SCc2ccccc2)nc2ccccc2c1=O
5.1% | -0.9% | -9.7% | Cc1ccccc1NC(=O)c1c(C)cc(=O)oc1C
-10.1% | 7.0% | -9.9% | CCN(CC(=O)Nc1ccccc1OC)C(=O)c1cc(-c2ccccc2)nn1-c1ccccc1
25.8% | 3.2% | -4.4% | CNC(=O)c1nc(C)c(C2(C)CC(c3ccccc3)=NO2)s1 (centres undefined)
0.2% | -16.4% | 3.6% | CCCCNC(=O)c1ccc(Cn2c(=S)[nH]c3c([nH]c4ccc(OC)cc43)c2=O)cc1
-14.8% | 2.4%&3.5% | -18.0%&1.5% | COc1cccc(CNC(=O)CN2C(=O)COc3ccc(S(=O)(=O)N4CCCCCC4)cc32)c1
-3.4% | 19.4% | -8.4% | CCOC(=O)N1CCN(c2c(NCCOC)c(=O)c2=O)CC1
3.7% | -7.5% | -3.7% | CCC(=Nc1ccc(Cc2ccncc2)cc1)c1c(O)n(C)c(=O)n(C)c1=O
/ | -3.9% | -2.6% | Cc1ccc(N(CCC(=O)N2CCOCC2)S(=O)(=O)c2ccccc2)cc1

Of the compounds above, 5 contain a carbonyl joined to an NH by a bond outside any ring:
N370S GC mod | FEN1 inhibitor | KAT2A inh | SMILES
5.1% | -0.9% | -9.7% | Cc1ccccc1NC(=O)c1c(C)cc(=O)oc1C
-10.1% | 7.0% | -9.9% | CCN(CC(=O)Nc1ccccc1OC)C(=O)c1cc(-c2ccccc2)nn1-c1ccccc1
25.8% | 3.2% | -4.4% | CNC(=O)c1nc(C)c(C2(C)CC(c3ccccc3)=NO2)s1 (centres undefined)
0.2% | -16.4% | 3.6% | CCCCNC(=O)c1ccc(Cn2c(=S)[nH]c3c([nH]c4ccc(OC)cc43)c2=O)cc1
-14.8% | 2.4%&3.5% | -18.0%&1.5% | COc1cccc(CNC(=O)CN2C(=O)COc3ccc(S(=O)(=O)N4CCCCCC4)cc32)c1

Next part.
N370S GC mod | FEN1 inhibitor | KAT2A inh | SMILES
5.0% | -4.6% | -12.7% | COc1ccccc1NC(=O)COc1ccccc1C(=O)c1cnn(-c2ccccc2)c1
-1.9% | 14.4% | -3.7% | O=C(Nc1c2c(nn1-c1cccc(Cl)c1)CS(=O)(=O)C2)c1cccs1
-2.7% | 3.2% | ? | Cc1[nH]n(-c2ccc([N+](=O)[O-])cc2)c(=O)c1C=NCCN1CCN(C(=O)c2ccccc2F)CC1
/ | 0.9% | -2.1% | Cc1ccc(S(=O)(=O)c2nc(-c3cccc(C)c3)oc2N2CCN(c3ccccc3)CC2)cc1
-12.3% | ? | -14.2% | Cc1cccc(N2CCN(C(=O)c3cc(S(=O)(=O)N4CCCC4)cn3C)CC2)c1C
-29.2%[2.35 µM] | 7.0% | -0.9% | O=C(O)c1ccc(S(=O)(=O)c2ccc3c(c2)C(=O)N(CC2CCCO2)C3=O)cc1 (centres undefined)
-29.0% | -7.1% | -2.2% | Cc1cc2ncn(CC(O)COc3cccc(C(=O)O)c3)c2cc1C (centres undefined)
6.5% | 8.1% | 1.8% | O=C(c1ccc(Cl)cc1)N1CCCC(C(=O)N2CCc3ccccc3C2)C1 (centres undefined)
-18.9% | -2.2% | -8.6% | CCOc1ccc(Br)cc1S(=O)(=O)Nc1ccc(Cl)c(S(=O)(=O)N(CC)c2ccccc2)c1
-2.0% | -17.2% | -2.1% | Cc1n[nH]c(=O)c2c(NC(=O)CSc3ccccc3Cl)oc(C)c12
/ | -17.3% | -0.1% | COCCNc1cc(N2CCN(C3CCCCC3)CC2)c2noc3c2c1C(=O)c1ccccc1-3
-12.8% | 0.9% | -7.6% | COC(=O)CCC(=O)Nc1sc(C)c(C)c1C(N)=O
-2.0% | -25.0% | -3.0% | Nc1nonc1-n1nnc(C(=O)N/N=C/c2cccc(F)c2)c1-c1ccccc1
4.8% | -28.9% | ? | O=C(Nc1nc(-c2cc3ccccc3oc2=O)cs1)c1ccco1
/ | -1.8% | -1.4% | CCOc1ccc(NC(=O)c2cnn3c(C(F)F)cc(-c4ccc(C)cc4)nc23)cc1

The list goes on; it opens with the 4 that closed the last part.
N370S GC mod | FEN1 inhibitor | KAT2A inh | SMILES
-12.8% | 0.9% | -7.6% | COC(=O)CCC(=O)Nc1sc(C)c(C)c1C(N)=O
-2.0% | -25.0% | -3.0% | Nc1nonc1-n1nnc(C(=O)N/N=C/c2cccc(F)c2)c1-c1ccccc1
4.8% | -28.9% | ? | O=C(Nc1nc(-c2cc3ccccc3oc2=O)cs1)c1ccco1
/ | -1.8% | -1.4% | CCOc1ccc(NC(=O)c2cnn3c(C(F)F)cc(-c4ccc(C)cc4)nc23)cc1
/ | 6.2% | -5.2% | CC(C)Cn1cc(NC(=O)N2CCN(c3cccc(Cl)c3)CC2)c2ccccc2c1=O
/ | -11.7% | -3.9% | Cc1ccc(/C=C/c2onc(C)c2S(=O)(=O)N2CCC(C(=O)Nc3cc(F)ccc3F)CC2)cc1
-9.9% | 19.1% | -7.3% | COc1ccccc1-c1nnc(NC(=O)c2ccc(S(=O)(=O)N3CCCC3)cc2)o1
3.4%[2.35 µM] | -1.5% | 1.4% | Cc1ccc(C2CC(C(F)(F)F)n3nc(C(=O)NCc4c(C)nn(C)c4C)c(Cl)c3N2)cc1 (centres undefined)
3.5% | -0.6% | -2.4% | COc1ccc(OC)c(S(=O)(=O)CC(O)CS(=O)(=O)c2ccccc2)c1 (centres undefined)
-14.8% | 10.9% | -3.2% | Cc1ccc(N(CC(=O)NCc2ccc3c(c2)OCO3)C(=O)c2csnn2)cc1
-0.6% | -1.2% | -1.7% | CCCCn1c(O)c(N=NC(=O)c2ccncc2)c2cc(Br)ccc21
3.4% | -10.3% | 2.8% | CC(=O)c1cn(C(=O)c2ccc(Cl)cc2)c2ccccc12
-19.1% | 1.0% | -6.1% | O=C(NCC1OCCCN1S(=O)(=O)c1ccc(F)cc1)C(=O)NC1CCCC1 (centres undefined)
/ | -3.6% | 0.3% | O=C(COC(=O)c1cccc(NC(=O)c2ccc(Br)cc2)c1)c1ccc(Br)cc1
1.4% | 1.6% | 2.5% | CCN(C(=O)c1ccc(NC(C)=O)cc1)c1ccccc1C
0.2% | -0.5% | -12.5% | Cc1ccc(NC(=O)Cn2c(=O)c3cccn3c3ccccc32)cc1
? | 1.8% | -2.0% | N=C1C(c2nc3ccccc3[nH]2)=C(O)CN1C1CCCCC1
-16.4% | -18.9% | 2.4% | CCN(c1ccc(NC(=O)CN2C(=O)NC3(CCOc4ccccc43)C2=O)cc1)C(C)C (centres undefined)
1.1%&8.7% | / | -21.7% | CCCCCCN(C(=O)CCCCCN1C(=O)NC(c2ccc(C3CCCCC3)cc2)C(C(=O)OCc2ccccc2)=C1C)C(C(=O)NCCCC)c1ccc(OCC(=O)OC)c(C(=O)OC)c1 (centres undefined)

Continuation.
N370S GC mod | FEN1 inhibitor | KAT2A inh | SMILES
3.0% | -10.0% | -9.7% | CC(C)NC(=O)c1ccccc1S(=O)(=O)c1ccccc1C#N
17.1% | -3.1% | -4.9% | CCc1cc2cc(C(=O)N3CCN(c4ccccc4)CC3)sc2s1
4.5% | -0.9% | -3.1% | COCCSc1ccccc1C(=O)Nc1ccc([N+](=O)[O-])cc1OC
-22.4% | -1.7% | 0.3% | Cc1cc(C(=O)NC(C)c2ccncc2)cs1 (centres undefined)
2.6% | 6.4% | -25.8% | COc1cc2ccccc2cc1C(=O)Nc1ccc(O)cc1
/ | -4.4% | -10.0% | CCOC(=O)c1cnc(N2CCN(c3ccc(C)cc3C)CC2)c2ccccc12
-4.2% | -0.5% | 28.6% | COc1ccc(S(=O)(=O)N2CCC(N3CCCCC3)CC2)cc1
8.3% | 4.1% | -12.2% | CC(=O)Nc1cc2nn(-c3ccccc3)nc2cc1C
/ | 3.4% | -5.7% | Cc1cccc(N2CCn3c2nc2c3c(=O)n(CCCc3ccccc3)c(=O)n2C)c1
-6.1% | -4.2% | -0.1% | O=C(/C=C/c1ccc(Cl)cc1)NCCCN1CCOCC1
20.4% | 14.9% | 1.5% | CCn1c(C2CC(=O)N(c3ccc(C)c(C)c3)C2)nc2ccccc21 (centres undefined)
3.4% | 0.6% | -1.1% | CCOc1ccccc1NC(=O)CCS(=O)(=O)c1cccs1
22.5% | -2.6% | -2.5% | CCCCn1c(-c2ccc(C(C)(C)C)cc2)nc2cc3[nH]c(=O)c(C(C)C)nc3cc21
6.7% | 5.8% | -1.1% | COc1ccc(-c2ccc(SCC(=O)NCc3ccc4c(c3)OCO4)nn2)cc1OC
4.2% | 15.8% | 0.5% | CCc1nn(C(C)C(=O)NC2CCCCCC2)c(=O)c2cc3occc3n12 (centres undefined)

Carrying on.
N370S GC mod | FEN1 inhibitor | KAT2A inh | SMILES
1.8% | -13.3% | -14.4% | CCC(CC)Nc1ccc(C(CC(N)=O)NC(=O)Cc2cccc3ccccc23)cc1[N+](=O)[O-] (centres undefined)
/ | 14.7% | 2.0% | CN(CC(=O)Nc1ccc(F)cc1)C(=O)Cn1c(=O)oc2ccccc21
-1.1% | -11.8% | -1.5% | CC(C)c1nc(CNC(=O)C2CCC(=O)N(CCc3ccc(Cl)cc3)C2)no1 (centres undefined)
-18.0% | 1.0% | -4.2% | CCC(=O)Nc1ccc(NC(=O)CN2CCCC(C)C2)c(Cl)c1 (centres undefined)
3.3% | -0.5% | -2.5% | CN(C)S(=O)(=O)c1cccc(NC(=O)c2ccncc2)c1
6.3% | -9.7% | -1.7% | N#C/C(=C\c1cccs1)c1nc2ccccc2[nH]1
-3.1% | 0.7% | -21.0% | O=C(Cn1cnc2c(nnn2-c2ccc(F)cc2)c1=O)N1CCCC1
-2.9% | 10.7% | -0.1% | O=C(NC1CCCCC1)C(c1ccccc1F)N(Cc1ccco1)C(=O)c1ccccn1 (centres undefined)
12.8% | -17.4% | 18.7% | COc1ccccc1CNC(=O)c1ccc(SC)cc1OC
-0.9% | / | -1.3% | COc1ccc(-c2c(O)c3cc(O)cc(O)c3oc2=O)cc1
9.8% | -10.6% | -12.6% | O=C(NCc1ccccc1)N1CCOCC1
/ | 7.7% | 3.4% | Cc1cccc2c(=O)cc(CSc3ccccc3NC(=O)c3cccc(F)c3)[nH]c12
/ | -15.2% | -9.6% | CC1(C)NC(=O)N(CC(=O)N2CCN(c3ccc([N+](=O)[O-])cc3)CC2)C1=O
5.2% | -0.7% | 1.3% | COC(=O)CN(c1cc(C(F)(F)F)ccc1Cl)S(C)(=O)=O
-1.8% | 16.2% | 8.8% | CCOc1ccc(CN2CCN(Cc3ccsc3)C(CCO)C2)cc1CO (centres undefined)

The list goes on:
N370S GC mod | FEN1 inhibitor | KAT2A inh | SMILES
? | 11.8% | -5.4% | CCOC(=O)c1c(C)[nH]c(C)c1C(=O)COC(=O)c1c(OC)cccc1OC
-4.2% | -3.4% | -13.8% | CCc1c(C)nc2ncnn2c1N1CCCC(C(=O)NCc2ccco2)C1 (centres undefined)
/ | 1.6% | -1.6% | COC(=O)c1cnc(N2CCN(c3ccccc3F)CC2)c2ccccc12
3.4% | -3.1% | -8.0% | Cc1cccc(C(=O)NCc2nnc(SCC(=O)NC(C)c3ccccc3)n2C)c1 (centres undefined)
11.2% | 3.5% | -7.9% | N#Cc1ccc(-c2cccnc2)nc1SCc1ccc(Cl)cc1Cl
10.8% | -1.0% | 0.6% | C/C(=C\C(=O)O)C(=O)Nc1nccs1
? | -15.1% | -26.8% | COc1ccc2sc(N(CCCN(C)C)C(=O)c3ccc(S(=O)(=O)N(C)C4CCCCC4)cc3)nc2c1
-14.6% | -5.3% | 1.5% | Cc1ccc2oc(C(=O)N3CCC(N4CCSCC4)CC3)c(C)c2c1
-10.4% | -2.3% | -3.9% | Oc1ccc(CN2CCCc3ccccc32)c2cccnc12
19.0% | -5.1% | -1.8% | COc1ccc2c(c1)CC/C(=C\C=C\c1ccccc1)C2=O
-5.9% | 1.8% | -2.1% | Nc1nonc1C(=O)NCCNc1ncccc1[N+](=O)[O-]
-8.9% | -8.6% | -20.0% | CC(=O)c1sc(N/N=C/c2cccc(O)c2)nc1C
0.6% | -2.9% | -21.4% | Cc1cc(C)n(-c2ccc(NC(=O)C3CCN(Cc4cnc(C)s4)CC3)cc2)n1
